High-throughput results: PubChem, several laboratories
hcDAF-12 act – activates DAF-12 receptor from parasite H. contortus | HEK293 hcDAF-12 lit1-tk-luc reporter, luminescence; 0% DMSO, 100% Δ7-dafachronic acid | activation, % at 6.8 µM | actives 1.4% (n = 370,000);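 active = activation above the mean of all tested compounds plus 3 SD, cut at about 5.5% in these data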;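 note: 100% = response to 3 µM Δ7-dafachronic acid high control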
FXN GAA850 act – increases GAA850 frataxin promoter reporter activity. HEK293 lucGAA850 FXN promoter luciferase reporter, 24 h; percent of 10 µM SAHA response. activation, % at 6 µM. actives 0.56% (n = 360,000). AID 540364;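 active = activation above the average of all compounds screened plus 3 SD, cutoff fixed separately per campaign, cut at about 7.5% in these data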;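 note: 0% = DMSO wells and 100% = 10 µM SAHA wells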
proKLK7 act – proKLK7 (human) activation, primary screen | purified proKLK7, EDANS-DABCYL substrate fluorescence; 100% is mature enzyme control, 0% vehicle | activation, % at 7 µM | actives 0.9% (n = 370,000) | AID 652039;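 active = activation above the mean of all tested compounds plus 3 SD, computed per campaign excluding outliers beyond control limits, cut at about 13% in these data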
Target sequence (P49862 whole entry, looked up): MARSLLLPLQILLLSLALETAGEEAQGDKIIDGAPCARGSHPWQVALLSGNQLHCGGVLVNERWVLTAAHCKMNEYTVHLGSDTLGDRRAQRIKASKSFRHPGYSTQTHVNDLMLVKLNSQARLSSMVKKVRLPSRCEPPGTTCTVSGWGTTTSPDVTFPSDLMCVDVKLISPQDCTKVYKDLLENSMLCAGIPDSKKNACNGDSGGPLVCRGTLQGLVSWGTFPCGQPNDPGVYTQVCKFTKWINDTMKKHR
GC-B act – GC-B (human) receptor activation. P20594. HEK293-GC-B cells, CNP EC30, cGMP TR-FRET; 0% at EC30 CNP, 100% saturating CNP. activation, % at 10 µM. actives 0.11% (n = 370,000);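 active = activation at 10 µM reaching about 35% in either raw or pattern-adjusted values, limit read from the data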
DAX1 inh-1 – inhibitors of DAX1 repression of SF-1 activated StAR promoter. AID 652010. actives 1.1% (n = 370,000). HEK293T StAR-luciferase reporter, SF-1/DAX-1 repression relief. inhibition, % at 6.8 µM;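 active = inhibition above the mean over all tested compounds plus 3 SD, cut at about 3.6% in these data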;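 note: 0% = DAX-1 cells with DMSO and 100% = cells lacking DAX-1 with DMSO; higher inhibition means more luminescence from relief of DAX-1 repression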
hgDAF12 agonist – hgDAF-12 agonism, primary luciferase screen | HEK293 GAL4-hgDAF12 UAS-luciferase reporter, agonist luminescence; normalized to butyrate control | activation, % at 6.8 µM | actives 1.8% (n = 370,000) | AID 687014;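 active = activation above a cutoff set at the mean of all screened compounds plus 3 SD, cut at about 10% in these data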;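 note: 0% = DMSO wells and 100% = sodium butyrate wells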
DAX1 inh-2 – NR0B1 (DAX1) inhibition; HEK293 Gal4-DAX1 luciferase reporter, luminescence; inhibition, % at 6.75 µM; actives 0.99% (n = 340,000); AID 504766;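 active = inhibition above the mean over all tested compounds plus 3 SD, cut at about 4.2% in these data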;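 note: 0% = DAX1-transfected cells with DMSO and 100% = empty-vector control cells with DMSO; inhibition shows as a rise in luminescence from relieved DAX1 repression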
Target sequence (P51843 207-470 limits assumed): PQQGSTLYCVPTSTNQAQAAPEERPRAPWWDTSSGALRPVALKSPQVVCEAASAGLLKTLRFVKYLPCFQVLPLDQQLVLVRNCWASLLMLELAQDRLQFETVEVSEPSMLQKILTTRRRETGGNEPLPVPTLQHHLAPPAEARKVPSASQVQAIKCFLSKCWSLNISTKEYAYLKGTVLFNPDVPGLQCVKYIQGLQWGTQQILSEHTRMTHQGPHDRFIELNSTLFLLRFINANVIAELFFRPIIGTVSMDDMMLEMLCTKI
HGIII-sPLA2 inh – Inhibits HGIII-sPLA2 liposome hydrolysis, primary screen. Q9NZ20. inhibition, % at 12.2 µM. QFRET BODIPY PC-A2 liposome hydrolysis, fluorescence. actives 0.56% (n = 370,000);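 active = inhibition above mean plus 3 SD of compounds lying within the high and low control bounds, cut at about 19% in these data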;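 note: 0% = median of test compound wells and 100% = no enzyme DMSO wells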
Target sequence (Q9NZ20 whole entry, looked up): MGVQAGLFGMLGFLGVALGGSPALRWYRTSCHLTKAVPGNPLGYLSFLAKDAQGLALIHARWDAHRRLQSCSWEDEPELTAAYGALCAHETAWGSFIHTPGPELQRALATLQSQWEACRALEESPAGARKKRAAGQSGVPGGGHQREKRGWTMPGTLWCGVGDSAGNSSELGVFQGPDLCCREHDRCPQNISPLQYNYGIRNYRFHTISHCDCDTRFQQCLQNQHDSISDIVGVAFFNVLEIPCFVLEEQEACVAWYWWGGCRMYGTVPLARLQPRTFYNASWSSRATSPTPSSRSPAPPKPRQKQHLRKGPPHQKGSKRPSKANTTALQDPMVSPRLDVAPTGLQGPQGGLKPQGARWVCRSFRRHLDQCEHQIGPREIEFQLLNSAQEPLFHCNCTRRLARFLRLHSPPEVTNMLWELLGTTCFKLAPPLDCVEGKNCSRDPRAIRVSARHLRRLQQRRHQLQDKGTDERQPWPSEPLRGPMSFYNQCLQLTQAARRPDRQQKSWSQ
ssDAF12 agonist – activates DAF-12 receptor from parasite S. stercoralis. AID 652126. HEK293 ssDAF-12/GRIP1 lit1-tk-luc reporter, luminescence; % of 3 µM dafachronic acid response. actives 1% (n = 370,000). activation, % at 6.8 µM;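 active = activation above the mean over all tested compounds plus 3 SD, cut at about 0.9% in these data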;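 note: 0% = DMSO-only wells and 100% = 3 µM delta7-dafachronic acid wells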
GC-A act – GC-A (human) enzyme activation. P16066. activation, % at 10 µM. HEK293 GC-A cells, cGMP TR-FRET, EC30 ANP; 0% at EC30 ANP, 100% saturating ANP. actives 0.14% (n = 370,000); in the data active = activation above about 40%
SMARCA2 act – SMARCA2 function activation, primary screen; MG213 cells, MMTV-luciferase reporter, dexamethasone, overnight; activation, % at 9.1 µM; actives 1% (n = 370,000); in the data active = activation above about 7.8%;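 note: 0% = vehicle wells and 100% = reference activator wells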
Numbers without * were called inactive; nt = not tested or not shown. This is a random part of the collection. Share with any hit: about 6.7%.

SMILES | hcDAF-12 act | FXN GAA850 act | proKLK7 act | GC-B act | DAX1 inh-1 | hgDAF12 agonist | DAX1 inh-2 | HGIII-sPLA2 inh | ssDAF12 agonist | GC-A act | SMARCA2 act
CCOC(=O)C(=O)Cc1nc2ccccc2s1 | 3.4 | 2.6 | 13* | 0 | -0.3 | -0.8 | -1.0 | -10 | 0.0 | 4 | 3
C=CCc1cc(C)ccc1OCCOCCN1CCN(C)CC1 | -0.8 | 2.1 | 0.0 | 2 | 0.3 | 4.7 | -1.6 | -10 | -1.5 | 0 | 0
O=C(Nc1c2c(nn1-c1ccc(Cl)cc1)CS(=O)(=O)C2)C1CC1 | -0.4 | 1.0 | -0.4 | 4 | 0.4 | 0.3 | 0.5 | 0 | -1.5 | 2 | -1
O=c1cccc2c1c1cc[nH]c3ccc(=O)n2c31 | -4.4 | -0.5 | 1.6 | 0 | -1.3 | 1.0 | -0.4 | -3 | -1.5 | 3 | 3
CNCc1cn2cc(Cl)ccc2n1 | 0.2 | 0.4 | 0.1 | 5 | -0.4 | -2.2 | -0.1 | 18 | -1.6 | 9 | -4
COCCN1CCN(C(=O)c2cc(COc3ccc(Cl)cc3OC)on2)CC1 | 4.2 | 6.9 | 0.1 | -2 | 4.3* | 6.1 | 1.2 | 4 | -0.3 | 3 | 8.3*
COc1ccccc1C(=O)NCC(=O)NCCCN1CCOCC1 | -0.1 | 1.6 | -0.2 | 3 | -1.4 | 0.7 | -0.2 | 6 | -0.7 | 3 | 1
C=CCN1C(=O)c2oc3ccccc3c(=O)c2C1c1ccc(O)c(OC)c1 (stereo not given) | -0.1 | -1.5 | 0.3 | -2 | 0.1 | 1.5 | -0.1 | -5 | -1.0 | -7 | -1
CCC(Sc1nc2ccccc2c(=O)n1CC1CCCO1)C(=O)NCc1cccnc1 (stereo not given) | -0.4 | -3.5 | -0.4 | -7 | -0.2 | -0.1 | 1.4 | 0 | -1.5 | -4 | 8.3*
Cc1ccccc1-n1c(=O)cc(N2CC(C)OC(C)C2)[nH]c1=O (stereo not given) | -1.2 | 1.4 | -0.1 | 1 | -0.7 | -1.6 | 0.3 | 1 | -1.4 | 5 | -2
Cc1ccc(C2=NCCNC2=O)c(C)c1 | -1.0 | 0.4 | 0.4 | 1 | -1.0 | 1.9 | 1.9 | 8 | -0.5 | 1 | 3
Cc1ccccc1C(=O)Nc1ccc2nc3n(c(=O)c2c1)CCCC3 | -2.6 | -1.1 | 0.2 | 4 | 0.2 | 1.2 | 0.5 | 9 | -0.8 | 5 | -2
COc1ccc(CC(=O)Nc2ccc3c(c2)OC2(CCCC2)O3)c(OC)c1 | -0.3 | 0.6 | 1.1 | -6 | -0.5 | -1.6 | -0.1 | -4 | -1.9 | 0 | -2
COc1ccc(-c2c[n+]3c(n2-c2ccccc2)CCCCC3)cc1 | -3.8 | 0.0 | 0.4 | 10 | -2.2 | -8.1 | -2.5 | -2 | -2.6 | 2 | -3
Cc1ccc(NCC(=O)c2ccc(C)cc2)cc1 | 4.2 | 2.6 | -0.4 | 0 | 0.8 | 5.8 | 1.5 | -4 | 0.7 | 6 | 4
O=C(/C=C/Nc1ccc(F)cc1)c1ccc(Oc2ncccn2)cc1 | -0.9 | -0.9 | -0.5 | 0 | -0.2 | 0.9 | -0.2 | -6 | -0.8 | 1 | 0
O=c1oc2ccccc2c2c1C(c1ccc(Cl)cc1)Nc1ccc3ccccc3c1-2 (stereo not given) | 1.9 | -0.3 | 0.3 | -1 | 0.5 | -1.9 | 0.8 | 0 | -0.8 | -1 | 0
O=C(OCC(=O)N1CCc2ccccc2C1)c1cccnc1Cl | 1.0 | 5.0 | -0.4 | 3 | 1.9 | 4.6 | -0.1 | 3 | -1.2 | 4 | 5
CC(C)C1(C2CCCC2)NC(=O)NC1=O (stereo not given) | -1.5 | 0.2 | -0.1 | 1 | -0.6 | -1.8 | 1.4 | -1 | -0.7 | 2 | -5
CCOC(=O)c1c(-c2ccc(-c3ccccc3)cc2)csc1NC(=O)C1C2CCC(O2)C1C(=O)O (stereo not given) | -3.1 | 4.6 | -0.3 | 0 | -0.1 | -4.4 | 0.9 | -53 | -1.0 | -5 | -1

Sorted by value in HGIII-sPLA2 inh (high to low): some entries from above
SMILES | hcDAF-12 act | proKLK7 act | GC-B act | DAX1 inh-1 | DAX1 inh-2 | HGIII-sPLA2 inh | ssDAF12 agonist | GC-A act | SMARCA2 act
O=C(OCC(=O)N1CCc2ccccc2C1)c1cccnc1Cl | 1.0 | -0.4 | 3 | 1.9 | -0.1 | 3 | -1.2 | 4 | 5
COc1ccc(-c2c[n+]3c(n2-c2ccccc2)CCCCC3)cc1 | -3.8 | 0.4 | 10 | -2.2 | -2.5 | -2 | -2.6 | 2 | -3
COc1ccc(CC(=O)Nc2ccc3c(c2)OC2(CCCC2)O3)c(OC)c1 | -0.3 | 1.1 | -6 | -0.5 | -0.1 | -4 | -1.9 | 0 | -2
O=C(/C=C/Nc1ccc(F)cc1)c1ccc(Oc2ncccn2)cc1 | -0.9 | -0.5 | 0 | -0.2 | -0.2 | -6 | -0.8 | 1 | 0
CCOC(=O)c1c(-c2ccc(-c3ccccc3)cc2)csc1NC(=O)C1C2CCC(O2)C1C(=O)O (stereo not given) | -3.1 | -0.3 | 0 | -0.1 | 0.9 | -53 | -1.0 | -5 | -1

The list goes on.
SMILES | hcDAF-12 act | FXN GAA850 act | proKLK7 act | GC-B act | DAX1 inh-1 | hgDAF12 agonist | DAX1 inh-2 | HGIII-sPLA2 inh | ssDAF12 agonist | GC-A act | SMARCA2 act
COc1ccc(S(=O)(=O)N2CCN(C(=O)Cc3cccs3)CC2)cc1 | 2.1 | 0.1 | -0.5 | 2 | -0.3 | 0.1 | 1.2 | 4 | -1.1 | -3 | 9.5*
CCN(CC1CCCO1)C(=O)CCc1nnc(Cc2ccc3c(c2)OCO3)o1 (stereo not given) | 0.3 | 3.0 | 0.1 | -2 | -0.1 | -0.7 | 1.0 | 1 | -0.9 | 3 | -1
Cc1c(CNC2CCC(C)CC2)c(C(=O)O)c(C)n1Cc1ccccc1 (stereo not given) | 0.8 | 2.1 | 0.3 | 3 | -0.7 | 5.1 | 1.4 | -5 | -1.4 | 0 | 3
O=C(COC(=O)c1ccco1)Nc1ccc([N+](=O)[O-])cc1Cl | -1.1 | -0.8 | 0.1 | -5 | -0.1 | 4.2 | 0.6 | 6 | -1.5 | -4 | -3
Cc1ccccc1/C=N/Nc1ncnc2nc[nH]c12 | 0.2 | 8.4* | 0.4 | 4 | 0.5 | 1.2 | 0.9 | -2 | -1.5 | -1 | 0
O=C(CSc1nc(C(F)(F)F)cc(=O)[nH]1)N1CCC(Cc2ccccc2)CC1 | -0.3 | 1.4 | 0.9 | 3 | -0.7 | -0.5 | 1.0 | 11 | -1.3 | 0 | -2
O=C(CN1CCN(C(c2ccccc2)c2ccccc2)CC1)NC(=O)NCc1ccco1 | -2.4 | -0.6 | 0.7 | -1 | 0.1 | 0.4 | -1.4 | -11 | -1.2 | 2 | -2
CC(=O)SC(C)CC(=O)Nc1ccccc1 (stereo not given) | -0.5 | -0.1 | -0.8 | 3 | 0.8 | 2.4 | -0.1 | 6 | -0.7 | 6 | -6
Cc1ccccc1CNC(=O)Cc1cccs1 | -0.6 | 2.8 | -0.3 | -1 | -0.4 | 5.8 | 1.3 | 7 | -0.9 | 0 | 2
CCN(CC)C(=O)CSc1nc(-c2cccs2)cc(-c2cccs2)c1C#N | -1.0 | -0.8 | -0.9 | 6 | 0.4 | -3.0 | -0.5 | 0 | -0.8 | -2 | 2

As entered above:
`COc1ccc(S(=O)(=O)N2CCN(C(=O)Cc3cccs3)CC2)cc1` in hcDAF-12 act is listed with 2.1
`O=C(COC(=O)c1ccco1)Nc1ccc([N+](=O)[O-])cc1Cl` in hgDAF12 agonist is listed with 4.2

(list continues)
SMILES | hcDAF-12 act | FXN GAA850 act | proKLK7 act | GC-B act | DAX1 inh-1 | hgDAF12 agonist | DAX1 inh-2 | HGIII-sPLA2 inh | ssDAF12 agonist | GC-A act | SMARCA2 act
O=C(Nc1ccc2nc(-c3cccs3)c(-c3cccs3)nc2c1)NC1CC1 | -2.9 | -0.6 | -29 | -8 | -2.2 | -1.0 | -1.5 | -18 | -1.9 | -8 | -1
CC(=O)CSc1nc(N(C)C)nc(N(C)C)n1 | 0.8 | -0.6 | -0.6 | 5 | 0.0 | -2.6 | -0.1 | -8 | -1.4 | 5 | 1
Cc1cc(C(=O)NN=C2CC(=O)CC(C)(C)C2)c(C)o1 | 0.2 | -0.9 | 0.5 | 5 | -0.8 | 1.9 | 1.9 | -2 | -0.4 | 0 | 6
COc1cc(NS(=O)(=O)c2ccc(Nc3nc(-c4cccc([N+](=O)[O-])c4)cs3)cc2)nc(OC)n1 | -3.4 | -1.0 | 0.1 | 4 | 0.7 | -3.1 | 0.0 | -167 | -1.3 | 1 | 0
COc1ccc(-n2cnnc2SCC(=O)Nc2nc(C)c(Cl)cc2Cl)cc1 | -1.9 | 3.0 | 0.0 | 4 | 0.2 | -1.9 | -1.3 | -8 | -1.2 | 3 | 0
CC(=O)Nc1cccc(Cl)c1C(=O)O | -1.3 | -0.1 | -0.1 | 2 | -0.4 | 1.8 | -0.2 | 0 | -1.5 | 1 | 2
COc1ccc(-c2nnc(SCC(=O)N3CCN(c4ccccc4)CC3)o2)cc1OC | -0.2 | -1.4 | 0.8 | -5 | -0.4 | 1.1 | 6.2* | 7 | -1.4 | -1 | 0
CCOC(=O)C1CCN(C(=O)C2CCN(S(=O)(=O)CC)CC2)CC1 | 1.8 | 3.2 | 0.0 | -1 | -0.2 | 0.0 | 0.6 | 2 | -1.1 | -1 | -1
O=C(Nc1c2c(nn1-c1ccccc1)CS(=O)(=O)C2)c1ccc(Br)o1 | 1.0 | -0.3 | 0.3 | -1 | -0.1 | -1.4 | 1.9 | -2 | -1.0 | 0 | -5
COc1ccc(/C=N/Nc2cc(C)nc(N3CCOCC3)n2)cc1 | 1.3 | 5.5 | -0.3 | -8 | 0.3 | 4.7 | 1.6 | -1 | -0.7 | -1 | 0
CC(C)CN(C(=O)COC(=O)c1ccccc1Sc1ccccc1C#N)C1CCS(=O)(=O)C1 (stereo not given) | -2.5 | 0.5 | 0.5 | 7 | -0.6 | 1.1 | -0.6 | -14 | -1.8 | -7 | -1
Cc1nc2ccc(S(=O)(=O)Nc3cc(-c4nc5cccnc5s4)ccc3C)cc2s1 | 5.2 | 1.4 | -2.7 | -8 | 3.3 | 17* | 1.3 | -43 | 0.4 | 9 | 1
CCOc1ccc(C2c3[nH]c4ccccc4c3CCN2CCCn2cccn2)cc1 (stereo not given) | 2.9 | -0.7 | 9.1 | -2 | 0.6 | 0.9 | nt | -13 | 0.6 | -4 | -1
CCc1nc2c(OCC(=O)N(C)C)cccn2c1N(C=O)Cc1ccc(OC)cc1 | -0.2 | -0.7 | -0.2 | 1 | -1.0 | 1.4 | nt | 8 | -1.3 | 1 | 0
COc1ccc(CN2CCNC(=O)C2CC(=O)O)c(OC)c1 (stereo not given) | -0.1 | -0.7 | -0.3 | 4 | 1.4 | 1.2 | 0.5 | 6 | -1.4 | 3 | 5
